Source: PubChem BioAssay
CSN deneddyl inh: inhibitors of CSN-mediated cullin deneddylation, primary screen, biochemical, fluorescence polarization, uHTS; COP9 signalosome complex subunit 5 (Homo sapiens), Q92905; Purified CSN, SCF-Nedd8-OG deneddylation; inhibition, % at 12.5 µM; 360,000 compounds, 0.38% hits;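 active = pattern-corrected inhibition above about 35%, with an unprinted fluorescence ratio check between 0.5 and 1.5, limit read from the data, passing the limit was not always enough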;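 note: 0% = enzyme with substrate and 100% = substrate without enzyme; some results filed as inactive read as strong as hits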
Target sequence (Q92905 whole entry, looked up, one chain of several): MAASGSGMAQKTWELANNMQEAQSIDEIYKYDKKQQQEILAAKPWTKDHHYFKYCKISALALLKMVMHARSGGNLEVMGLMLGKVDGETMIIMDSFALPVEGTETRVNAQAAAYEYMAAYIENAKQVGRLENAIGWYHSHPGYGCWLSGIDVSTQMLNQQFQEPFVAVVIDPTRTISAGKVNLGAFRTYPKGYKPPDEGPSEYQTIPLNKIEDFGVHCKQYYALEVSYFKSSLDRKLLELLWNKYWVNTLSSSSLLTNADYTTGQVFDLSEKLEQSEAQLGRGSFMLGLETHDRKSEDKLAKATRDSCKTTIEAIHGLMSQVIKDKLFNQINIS
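Schedule: reaction 90 min, room temperature / Assay system: HEK293T-derived human Csn5 enzyme / Input: Csn5 at 0.24 nM final / Measure: inhibition of Csn5 cleavage, % / Control set: substrate-only high control, full reaction low control / Technique: fluorescence polarization of the substrate / Buffer or medium: Tris/NaCl/DTT buffer, pH 7.5 / Reagent: SCFSkp2-Nedd8OG substrate at 10 nM final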
MsrA inh: bovine MsrA enzyme inhibitors, primary screen, biochemical, absorbance, HTS. 360,000 compounds, 0.75% hits. Methionine sulfoxide reductase A (Bos taurus). purified bovine MsrA, absorbance read-out. AID 651718, 2012. inhibition, % at 15.5 µM; in the data active = inhibition above about 4.5%;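 note: 0% = vehicle wells with enzyme and 100% = reference inhibitor wells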
MLLE-PAM2 inh: inhibitors of PABP1 MLLE–PAM2 peptide binding, primary screen, biochemical, fluorescence polarization, FITC-PAM2, GST-MLLE; Polyadenylate-binding protein 1 (Homo sapiens), P11940; inhibition, % at 20 µM; 360,000 compounds, 0.36% hits; in the data active = inhibition above about 35%, passing the limit was not always enough;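 note: plate controls were DMSO wells with GST-MLLE for no effect and wells lacking GST-MLLE protein for full effect; some results filed as inactive read as strong as hits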
Target sequence (P11940 whole entry, looked up): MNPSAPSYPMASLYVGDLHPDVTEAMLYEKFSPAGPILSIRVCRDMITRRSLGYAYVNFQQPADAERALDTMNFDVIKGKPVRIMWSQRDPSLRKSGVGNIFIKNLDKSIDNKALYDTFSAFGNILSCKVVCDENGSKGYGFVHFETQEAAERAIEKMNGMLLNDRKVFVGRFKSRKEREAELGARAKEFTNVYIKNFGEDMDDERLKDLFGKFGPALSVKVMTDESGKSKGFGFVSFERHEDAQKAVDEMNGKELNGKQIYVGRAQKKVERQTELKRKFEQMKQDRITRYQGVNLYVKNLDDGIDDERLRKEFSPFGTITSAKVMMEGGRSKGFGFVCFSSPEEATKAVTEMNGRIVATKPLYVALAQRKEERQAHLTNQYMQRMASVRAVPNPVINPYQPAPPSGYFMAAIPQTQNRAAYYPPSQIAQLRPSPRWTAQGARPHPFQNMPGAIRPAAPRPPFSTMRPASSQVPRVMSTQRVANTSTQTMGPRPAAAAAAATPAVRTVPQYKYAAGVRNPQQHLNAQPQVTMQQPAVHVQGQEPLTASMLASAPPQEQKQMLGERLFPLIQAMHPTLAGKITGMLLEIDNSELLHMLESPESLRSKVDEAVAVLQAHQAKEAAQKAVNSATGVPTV
Rin1-Abl PPI inh: inhibitors of Rin1-Abl protein binding, primary screen, biochemical, TR-FRET; Tyrosine-protein kinase ABL1 (Homo sapiens) + Ras and Rab interactor 1 (Homo sapiens), …; inhibition, % at 7.35 µM; 360,000 compounds, 0.4% hits; in the data active = inhibition above about 5%, passing the limit was not always enough
MT1-MMP act inh: blockers of MT1-MMP proenzyme processing, primary screen, HT1080 RFP-PRO-GFP cells, GFP/RFP fluorescence; Matrix metalloproteinase-14 (Homo sapiens), P50281; GFP/RFP ratio fluorescence, overnight; percent of plate control window, DMSO zero; GFP/RFP ratio change, % at 20 µM; 360,000 compounds, 0.061% hits; AID 651647, 2012;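 active = GFP/RFP ratio change of at least 30% with cell ATP level not reduced by more than half and red fluorescence within 50% of control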; note: strong numbers were not always called active
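Test system: HT1080 RFP-PRO-GFP cells; Benchmarks: DMSO and RFP-L50D-GFP cell wells; Timing: cells overnight before dosing, compound overnight, 37 °C, 5% CO2; Compound: one 20 µM compound dose with 1% DMSO; Read-out: GFP/RFP fluorescence ratio.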
FAS-TE inh: FAS thioesterase domain inhibitors, primary screen, biochemical, fluorescence intensity, uHTS; Fatty acid synthase (Homo sapiens), P49327; recombinant FAS-TE, OMFH fluorogenic substrate, fluorescence endpoint; inhibition, % at 15 µM; 360,000 compounds, 0.67% hits; AID 602261, 2012;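 active = compounds whose normalised, plate-corrected inhibition of enzyme fluorescence in the single-dose primary screen is 50% or more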;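 note: 0% = DMSO with enzyme and 100% = substrate without enzyme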
MsrA act: bovine MsrA enzyme activators, primary screen, biochemical, absorbance, HTS; purified bovine MsrA, absorbance read-out; Methionine sulfoxide reductase A (Bos taurus); 360,000 compounds, 0.3% hits; activation, % at 10.6 µM; in the data active = activation above about 7.5%;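 note: 0% = vehicle and 100% = reference activator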
eLon inh: inhibitors of E. coli Lon protease, primary screen, biochemical, fluorescence polarization. 360,000 compounds, 0.42% hits. inhibition, % at 7.94 µM. P0A9M0. AID 602123, 2011. purified E. coli Lon protease; in the data active = inhibition above about 13%, passing the limit was not always enough;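 note: 0% = enzyme with probe and DMSO and 100% = no enzyme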
Rpn11 inh: Rpn11 (PSMD14) deubiquitinase inhibitors, primary screen, biochemical, fluorescence polarization, uHTS | human 26S proteasome, Ub4-pepOG fluorescence polarization; 20S core pre-blocked with epoxomicin | 360,000 compounds, 0.59% hits | calls only at 20 µM | AID 588493, 2011 | 26S proteasome non-ATPase regulatory subunit 14 (Homo sapiens), O00487;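 active = inhibition at 20 µM, scaled to each plate's controls, above about 33%, limit read from the data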
Active calls of the source: *; i = inactive; nt = no result given; + = active, no number. No enrichment for hits; about 3.7% have a hit in one of these screens.

Screens in order: CSN deneddyl inh | MsrA inh | MLLE-PAM2 inh | Rin1-Abl PPI inh | MT1-MMP act inh | FAS-TE inh | MsrA act | eLon inh | Rpn11 inh
1: COc1ccc(COC(=O)Oc2ccc(CNC(C)=O)cc2OC)c([N+](=O)[O-])c1
  1 | 0.1 | -11 | -1 | 0 | -1 | -2 | -2 | i
2: COc1ccc(-c2cc(C(F)(F)F)nc(NCc3ccco3)n2)cc1OC
  5 | nt | -1 | 2 | 6 | 23 | 0 | -11 | i
3: O=C(/C=C/c1ccc(S(=O)(=O)N2CCOCC2)cc1)N(CCO)Cc1ccccc1
  -2 | 0.3 | -14 | 0 | 3 | 0 | -5 | -2 | i
4: O=C(Nc1cccc(NC(=O)c2nccc3ccccc23)c1)c1ccco1
  10 | -0.6 | 8 | -1 | 1 | 6 | -9 | -19 | i
5: CCN1CCCC1CNC(=O)CCNC(=O)c1cc(OC)c(OC)c(OC)c1 (configuration not stated)
  -4 | 0.8 | -4 | 0 | -3 | -6 | -3 | -4 | i
6: Nn1c(Nc2ccccc2)nc2sc3c(c2c1=O)CCC3
  1 | 2.0 | 23 | 3 | -5 | 8 | -3 | -3 | i
7: CN(C)c1nnnn1-c1ccc(Oc2ccccc2)cc1
  0 | -1.2 | 5 | 3 | 1 | 0 | -2 | 2 | i
8: CC1(C)CC(N2CN(C3CCCCC3)CC2=O)CC(C)(C)N1
  -4 | -0.2 | -7 | 2 | 1 | -5 | -6 | -4 | i
9: Cc1cc(=O)n(CCCO)c(O)c1C#N
  -8 | 0.9 | 12 | 0 | -3 | -8 | -2 | -6 | i
10: CN(CC(=O)NC(=O)NC(C)(C)C)CC(=O)Nc1ccccc1Cl
  1 | 0.2 | 12 | -2 | 0 | -7 | -5 | -12 | i
11: COc1ccc2cc(OCC(=O)NNC(=O)Nc3ccc(OC)c(OC)c3)ccc2c1
  5 | -0.3 | 1 | -4 | -2 | -1 | 0 | -2 | i
12: CN1C(=O)C(CC(=O)NCCc2ccccc2)N(NC(=O)c2ccc(Cl)cc2)C1=S (configuration not stated)
  -1 | 0.8 | 1 | 2 | 1 | 3 | -3 | 8 | i
13: CCOC(=O)c1c(C)nn(-c2ncccc2NC(=O)NC(C)C)c1C
  11 | 0.5 | -3 | 0 | -1 | -4 | 5 | 2 | i
14: C=CCSc1nc2c(N)ncnc2n1C1OC(CO)C(O)C1O (configuration not stated)
  4 | -0.3 | -5 | 2 | 1 | -4 | -2 | -4 | i
15: O=C(C(Cl)Cl)N1CCN(Cc2ccccc2)CC1
  6 | -0.4 | 0 | -1 | -4 | -12 | -2 | 3 | i
16: Cc1ccc(NS(=O)(=O)c2cccc(C(=O)O)c2)cc1S(=O)(=O)N1CCOCC1
  -15 | -0.6 | 10 | 4 | 6 | -12 | -4 | -7 | i
17: CCOC(=O)C(CCCCCOc1ccccc1[N+](=O)[O-])C(=O)OCC
  -5 | -0.2 | 1 | -1 | 3 | 24 | -5 | 7 | i
18: Cc1ccc2nc(-c3ccccc3)cc(C(=O)NCCCn3ccnc3)c2c1
  3 | 0.9 | -8 | 1 | -1 | -8 | -4 | 8 | i
19: NS(=O)(=O)c1ccc(NC(=S)N2CCN(c3ccc(Cl)c(Cl)c3)CC2)cc1
  0 | -0.4 | -82 | -4 | -1 | -10 | -2 | 3 | i
20: CC(C)Cc1cc(C(=O)Nc2cc(Br)ccc2O)no1
  -1 | 0.2 | -14 | 4 | 10 | 2 | -13 | -1 | i
21: O=C(CCn1c(=O)oc2ccccc21)NCCN1CCc2ccccc2C1
  3 | 0.9 | -5 | 0 | 0 | -6 | 0 | -8 | i
22: Cc1cc(C(=O)OCc2nnc(-c3ccccc3)o2)c(C)n1-c1ccccc1
  2 | 3.4 | -5 | 3 | -6 | 22 | -3 | -5 | i
23: COc1cccc(CC(=O)Nc2ccc(-c3csc(C)n3)cc2)c1
  2 | -1.4 | 12 | 1 | 2 | 3 | -6 | 5 | i
24: CN(C)S(=O)(=O)c1ccc(C(=O)N2CCN=C2SCc2ccccc2)cc1
  0 | -0.5 | 21 | 1 | 5 | 8 | -1 | 2 | i
25: CC(C)N(CCNS(=O)(=O)c1ccc(Cl)cc1)C(C)C
  2 | -0.2 | -7 | -4 | 4 | -6 | -2 | 0 | i
26: CC(C)[C@H](NC(=O)c1c(F)cccc1F)C(=O)Nc1cccc(Br)c1
  2 | -0.8 | 8 | 1 | -4 | 1 | 7 | -2 | i
27: CC1CCN(c2nc3c(c(=O)[nH]c(=O)n3C)n2CCSc2ncccn2)CC1
  -3 | 1.9 | -1 | -2 | -1 | -3 | -6 | -11 | i
28: O=C(Nc1ccncc1)c1ccc2ccccc2c1
  4 | 0.8 | 25 | -10 | 1 | -1 | -4 | -6 | i
29: COc1cc(/C=C/C(=O)O)ccc1OS(=O)(=O)c1cc(Br)ccc1C
  -5 | -0.7 | 16 | 3 | -1 | 1 | -3 | -14 | i
30: COc1ccc(C(=O)NC(C)c2nc3ccccc3n2C)cc1OC (configuration not stated)
  0 | -0.6 | -16 | -1 | 1 | -1 | -2 | -1 | i

Complete entries, quoted from the list. Screens in order: CSN deneddyl inh | MsrA inh | MLLE-PAM2 inh | Rin1-Abl PPI inh | MT1-MMP act inh | FAS-TE inh | MsrA act | eLon inh | Rpn11 inh
Cc1ccc(NS(=O)(=O)c2cccc(C(=O)O)c2)cc1S(=O)(=O)N1CCOCC1 is entered as -15 | -0.6 | 10 | 4 | 6 | -12 | -4 | -7 | i
COc1ccc(-c2cc(C(F)(F)F)nc(NCc3ccco3)n2)cc1OC is entered as 5 | nt | -1 | 2 | 6 | 23 | 0 | -11 | i

Further structures.
Screens in order: CSN deneddyl inh | MsrA inh | MLLE-PAM2 inh | Rin1-Abl PPI inh | MT1-MMP act inh | FAS-TE inh | MsrA act | eLon inh | Rpn11 inh
31: COC(=O)C1=C(C)N(CCc2ccc(OC)c(OC)c2)C(=O)C1
  -1 | 0.2 | 3 | -2 | -4 | 2 | 1 | -5 | i
32: COCCNC(=O)C1CCCN(C(=O)Cc2cccc3ccccc23)CC1 (configuration not stated)
  -3 | -0.4 | 1 | -5 | -1 | -5 | -7 | -3 | i
33: O=C(NCc1ccccc1Cl)c1ccc[nH]1
  8 | -0.5 | -1 | 1 | -2 | -1 | -3 | 5 | i
34: Cc1ccc(C(=O)NCCCN2CCOCC2)o1
  0 | -0.6 | -8 | -4 | 1 | -10 | -3 | 1 | i
35: CCCNS(=O)(=O)c1ccc(Oc2ncc(C(F)(F)F)cc2Cl)cc1
  -6 | 0.0 | -24 | 4 | 3 | 25 | 1 | -4 | i
36: COc1ccc(CCN(C)C(=O)c2c(C)nn(-c3ccccc3)c2C)cc1OC
  -4 | 0.3 | -10 | -3 | -3 | -8 | -4 | -6 | i
37: COc1ccc(NC(=O)CSCc2ccc(C)cc2)cc1
  3 | 1.5 | 6 | 4 | 1 | 0 | -3 | -6 | i
38: COC(=O)C1=C(C)N(Cc2ccccc2)C(=NCc2cc(OC)c(OC)c(OC)c2)N[C@H]1CCc1ccccc1
  -1 | -0.3 | -87 | 1 | -3 | -6 | -5 | -9 | i
39: Cc1cc(OCC(=O)Nc2cccnc2)c2c(C)cc(=O)oc2c1
  1 | 0.0 | -4 | 0 | 1 | -4 | 0 | -4 | i
40: CCOC(=O)Cc1[nH]nc2c1C(c1ccsc1)C(C#N)=C(N)O2 (configuration not stated)
  -4 | 0.1 | 5 | 3 | -1 | -9 | -8 | 0 | i
41: O=C(N/N=C/C=C/c1ccc([N+](=O)[O-])cc1)c1cccs1
  56* | 1.9 | -84 | -3 | -5 | -2 | -1 | -22 | +
42: COc1cccc(C(=O)Nc2ccc3nc4n(c(=O)c3c2)CCCC4)c1
  4 | 0.8 | -12 | 0 | 3 | -4 | -3 | 2 | i
43: CC(SC(C)C(=O)NN=Cc1cccc(F)c1)C(=O)NN=Cc1cccc(F)c1 (configuration not stated)
  1 | 1.9 | 6 | -1 | 3 | -9 | 0 | 3 | i
44: C/C(=N\NC(=O)NC1CCCCC1)c1ccco1
  1 | -0.2 | -1 | -8 | -1 | -3 | -9 | 6 | i
45: CC(C)(C)C(=O)NC(=S)Nc1ccc(S(=O)(=O)Nc2nccs2)cc1
  -11 | 2.6 | 33 | 1 | 1 | -4 | -11 | -4 | i
46: Cc1ccc2c(c1)nnc1nnc(SCC(=O)O)n12
  -9 | 1.0 | 8 | -9 | -1 | -8 | 0 | 62* | i
47: Cc1occc1C(=O)Nc1cccc(/C=C/C(=O)O)c1
  5 | -1.0 | -4 | -7 | -3 | -7 | -1 | -12 | i
48: O=C1CN(C(=O)NCCC(=O)NC2CCCCC2)c2ccccc2N1
  0 | -0.7 | -11 | 4 | 2 | -6 | -3 | 5 | i
49: COc1ccc(C(=O)Nc2ccc(Cl)c(S(=O)(=O)N3CCOCC3)c2)cc1
  1 | -0.6 | -6 | 1 | 3 | 4 | -4 | -6 | i
50: Cn1c(=O)c2nc(NCc3ccccc3)cnc2n(C)c1=O
  -3 | 0.2 | 7 | -3 | 2 | -7 | -5 | -3 | i
51: Cc1sc(NC(=O)C2CCCCC2)c(C#N)c1-c1ccccc1
  3 | 1.4 | 2 | -1 | -5 | 7 | -8 | -6 | i
52: O=C1C=C(O)c2cccc(O)c2C1=O
  9 | -0.2 | 13 | -3 | 5 | 1 | -1 | 20 | i
53: Cc1cc(C)n(C(=O)CNC(=O)/C=C/c2ccccc2)n1
  3 | 0.5 | 16 | -2 | 0 | -2 | -1 | -4 | +
54: Nc1nc(Cl)nc2c1ncn2C1OCC(O)C(O)C1O (configuration not stated)
  3 | -0.3 | -11 | 1 | -1 | 1 | -2 | 1 | i
55: Cc1cc([N+](=O)[O-])nn1Cc1ccc(C(=O)N/N=C/c2ccccc2)cc1
  -12 | 0.1 | -2 | -1 | 3 | -2 | -7 | -8 | i
56: CCOc1nc(-c2ccc(C)cc2)ccc1-c1noc(COC)n1
  4 | 1.7 | -21 | -2 | -2 | 20 | -3 | -3 | i
57: CCOC(=O)Cc1cc(-c2ccccc2)nc2ccc3ccccc3c12
  -2 | 1.8 | 0 | -1 | -8 | 25 | -2 | 4 | i
58: COc1cccc(CNC(=O)C2CCCN(S(=O)(=O)c3c(C)n[nH]c3C)C2)c1 (configuration not stated)
  -2 | -0.8 | 0 | 1 | 2 | -5 | -2 | -5 | i
59: O=C(c1ccccc1)C(C(=O)N1CCc2ccccc2C1)n1ccccc1=O (configuration not stated)
  6 | 0.6 | 1 | -2 | 4 | -2 | -3 | -3 | i
60: CCOc1ccc(C(=O)NCC(=O)N2CCN(C/C=C/c3ccccc3)CC2)cc1OCC
  -8 | -0.1 | 3 | 3 | -4 | -4 | -4 | -16 | i
